# Screening data deposited in PubChem by several laboratories.
# Mtb RmlCD inh: blocks M. tuberculosis RmlC and RmlD coupled enzymes. P9WH09+P9WH11. RmlC+RmlD coupled enzyme assay, percent inhibition; primary screen in compound mixtures. inhibition, % at 3.6 µM. hit rate 0.03% among 160,000. AID 1533; in the data active = inhibition mostly above about 34%, no sharp cut-off; note: some results filed as inactive read as strong as hits
# Target sequence (P9WH09 whole entry, looked up): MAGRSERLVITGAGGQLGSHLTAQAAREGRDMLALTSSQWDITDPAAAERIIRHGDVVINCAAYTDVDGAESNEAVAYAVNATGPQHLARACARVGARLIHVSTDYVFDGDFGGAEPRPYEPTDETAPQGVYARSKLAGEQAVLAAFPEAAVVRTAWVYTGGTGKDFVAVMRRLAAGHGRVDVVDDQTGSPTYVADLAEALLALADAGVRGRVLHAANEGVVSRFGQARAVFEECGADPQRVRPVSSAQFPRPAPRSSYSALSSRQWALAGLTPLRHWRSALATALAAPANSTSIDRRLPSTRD
# Target sequence (P9WH11 whole entry, looked up): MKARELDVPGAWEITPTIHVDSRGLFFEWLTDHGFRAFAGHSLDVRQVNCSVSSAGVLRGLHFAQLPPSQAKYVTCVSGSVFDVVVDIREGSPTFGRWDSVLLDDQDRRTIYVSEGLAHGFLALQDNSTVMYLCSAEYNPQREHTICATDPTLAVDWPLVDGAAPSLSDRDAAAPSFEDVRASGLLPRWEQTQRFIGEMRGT
# GlmU inhibition: inhibition of mycobacterial GlmU enzyme – biochemical, glucosamine-1-phosphate acetyltransferase (AID 1376); M. tuberculosis GlmU acetyltransferase enzyme assay; higher % means a stronger effect; inhibition, %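 (tested at 30 µM in the primary screen)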; hits with a dose series show IC50 in µM; hit rate 0.25% among 220,000; in the data active = inhibition above about 13%;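 note: 0% = complete reaction with vehicle and 100% = reaction without substrate; strong numbers were not always called active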
# An asterisk follows results filed as active; · = no result given; & = joins results of further samples. The list is partial, so the mix of outcomes need not match the whole.
# The first 2 records (preview)
SMILES,Mtb RmlCD inh,GlmU inhibition
Cn1ccnc1SCC(=O)N(C1CCCCC1)C1CCCCC1,2,-1.9%
CCCc1cc(NC(=O)CCl)n(-c2ccccc2)n1,·,3.7%

# This part in full (from the top)
SMILES,Mtb RmlCD inh,GlmU inhibition
Cn1ccnc1SCC(=O)N(C1CCCCC1)C1CCCCC1,2,-1.9%
CCCc1cc(NC(=O)CCl)n(-c2ccccc2)n1,·,3.7%
O=C(Nc1c(Cl)cc(Cl)cc1C(=O)NCc1cccnc1)c1ccc(Cl)cc1Cl,·,-2.0%
S=C(NCCN1CCOCC1)Nc1ccc(Cl)cc1,8,-3.0%
O=c1nc2n(c3c4c(sc13)CCC4)CCC2,3,-3.9%
Nc1nc2c3ccccc3nc(C3CC3)n2n1,5,-8.0%
CCn1c(=O)ccc2cc([N+](=O)[O-])ccc21,5,-3.3%
COc1cccc(N2C(=O)NC(=O)C3(Cc4cc(C)ccc4N(C)C3)C2=O)c1 (stereo not given),-4,2.6%
NCCc1c[nH]c2ccc(OCc3ccccc3)cc12,3,-1.7%
CC(C)(C)NC(=O)c1sccc1C(=O)O,2,-0.6%
CC1CCN(C(=O)C2(NC(=O)Nc3cccc(F)c3)CCCCC2)CC1,·,0.5%
COCCNc1nc(C)cc(-c2cc(C(=O)Nc3ccccc3)on2)n1,·,1.5%

# Rewritten as tab-separated lines: part of the list above.
mol	Mtb RmlCD inh	GlmU inhibition
Nc1nc2c3ccccc3nc(C3CC3)n2n1	5	-8.0%
CCn1c(=O)ccc2cc([N+](=O)[O-])ccc21	5	-3.3%

# Later entries.
SMILES,Mtb RmlCD inh,GlmU inhibition
CCC(=O)Nc1ccc(C(=O)Nc2cccc(C)n2)cc1,4,6.8%
CCO[C@@H]1OC(C(=O)NC2CC2)=C[C@H](c2ccc3c(c2)OCO3)[C@H]1CCCO,·,1.6%
O=C(O)C1CCN(S(=O)(=O)c2cccnc2)CC1,8,-9.9%
O=C(O)c1[nH]c2ccccc2c1C=NCc1ccccc1Cl,-14,0.6%
Cc1nc(C)c(C(=O)NNC(=O)c2ccc(Br)cc2)s1,55,2.2%
Nc1ccc(NS(=O)(=O)c2ccccc2)cc1,-15,-1.8%
CCN(CC)S(=O)(=O)c1ccc(OC(C)C)c(NC(=O)c2c3c(nc4ccccc24)CCN(Cc2ccccc2)C3)c1,-4,2.5%
COc1ccc(N2CCN(C(=O)c3cccc(F)c3)CC2)c([N+](=O)[O-])c1,9,1.5%
Cc1ccc(Cl)cc1NC(=S)N(Cc1cccs1)C1CCCC1,-11,-3.8%
Cc1cc(C)n(CC(O)CN(c2cccc([N+](=O)[O-])c2)S(=O)(=O)c2ccccc2)n1 (stereo not given),2,-0.9%
Cc1cc(=O)c(C(=O)O)nn1-c1ccc(Cl)cc1,·,2.7%
Cc1c(F)cccc1NS(=O)(=O)c1ccc(OCCNS(C)(=O)=O)cc1,8,-0.9%
CSCC[C@H](NC(=O)CCCn1nnc2ccccc2c1=O)C(=O)O,3,2.9%
O=C(N/N=C/c1cn(-c2ccccc2)nc1-c1cc2ccccc2o1)c1c[nH]c2ccccc12,·,0.6%
O=C(O)c1cc2ccc3ccccc3c2[nH]1,-4,4.0%
Fc1cccc2sc(Nc3nnc(-c4ccccc4)o3)nc12,·,5.8%
CCC(C)c1ccccc1OCCOCCN1CCCC1 (stereo not given),-12,-3.0%
CC(=O)Nc1nc(CC(C)C)cc(-c2ccco2)c1C#N,-4,0.8%
O=C(NNc1ccccc1C(F)(F)F)c1cccs1,6,3.2%
CC(=O)c1ccc(N2CCN(C(=O)C3CCCN(S(=O)(=O)c4c(C)[nH]c(=O)[nH]c4=O)C3)CC2)cc1 (stereo not given),1,2.1%
Nc1nc(NCCCN2CCOCC2)nc(Nc2ccccc2)c1[N+](=O)[O-],-7,1.3%
COc1ccc(/C=C2/SC(=S)N(CCC(=O)O)C2=O)cc1,-17,1.2%
Cc1ccc(CC2CC(=O)N(c3ccc4c(c3)OCCO4)C2=O)cc1 (stereo not given),-4,-0.9%
COC(=O)CSc1nc(C)cc(Oc2ccccc2)n1,-8,-2.5%
CC(=O)c1ccc(NC(=S)Nc2cccc(Cl)c2C)cc1,-2,-0.4%
O=C(CC1C(=O)NCCN1Cc1c(F)cccc1Cl)NCc1ccccc1 (stereo not given),-16,1.5%
NS(=O)(=O)c1ccc(NS(=O)(=O)c2ccc(NC(=S)Nc3ccccc3)cc2)cc1,-2,4.4%
CCNC(=O)CSc1nc(-c2ccc(F)cc2)cs1,-4,-2.5%
CCOC(=O)C(NC(=O)Nc1ccccc1)(OCC)C(F)(F)F (stereo not given),·,1.8%
CCN(CC)S(=O)(=O)c1ccc(C(=O)OC2CCCCC2CN(C)C)cc1 (stereo not given),·,-1.6%
COC(=O)CC1Nc2ccccc2SC1=O (stereo not given),·,0.8%
O=C(NCc1ccccn1)C1CC(c2ccccc2O)=NO1 (stereo not given),5,0.0%
CCCCCC(=O)N/N=C(\C)c1ccc(Cl)cc1,·,-4.8%
CNc1ccccc1C(=O)OC,·,-1.0%
CN(c1ccccc1)c1ccc(/C=C(\C#N)c2nnc3n2CCCCC3)cc1[N+](=O)[O-],24,-5.1%
O=C(NNS(=O)(=O)c1ccc(Cl)cc1)c1cc(-c2ccccc2)n[nH]1,·,4.0%
CC(C)(C)c1nn(-c2ccccc2)c2[nH]c(=O)c(CNCc3ccc4c(c3)OCO4)cc12,2,-4.4%
CCOC(=O)c1ccc2[nH]c3c(c2c1)CCCC3C(=O)OCC (stereo not given),8,-2.4%
COc1cccc(N2CCN(C3OC(=O)c4ccccc43)CC2)c1 (stereo not given),·,-3.2%
CCOC(=O)N1CCN(C(=O)C2CCCN(Cc3nc(-c4ccc(Cl)cc4)oc3C)C2)CC1 (stereo not given),-8,·
N#CCN1CCC(c2cc(-c3ccco3)n[nH]2)CC1,4,3.3%
CC(C)c1nnc(NC(=O)c2cnccn2)s1,21,-5.1%
CC(=O)Nc1ccc(C(=O)CSc2ncn(-c3ccccc3)n2)cc1,-8,-5.4%
COc1ccccc1N1CCN(/N=C/c2cc([N+](=O)[O-])ccc2Cl)CC1,-6,5.2%
O=C(O)/C(=C\c1ccc(Cl)cc1)c1ccc(F)cc1,1,-4.7%
Cc1ccc(N2CCN(S(=O)(=O)c3ccc4c(c3)n(C)c(=O)c(=O)n4C)CC2C)cc1 (stereo not given),0,3.4%
Oc1ccc(C2=Nn3c(nnc3-c3ccco3)SC2)cc1O,35,·
Cc1ccc(C)c(NC2=C(Cl)C(=O)OC2OC(C)C)c1 (stereo not given),-7,3.0%
Cc1nc2nc(C)c(CCC(=O)NCCCN3CCN(c4cccc(Cl)c4)CC3)c(C)n2n1,5,2.5%
COc1ccc(-c2ccnc3c(C(=O)O)cnn23)cc1,4,6.3%
O=C(NC1C=CS(=O)(=O)C1)c1ccccc1 (stereo not given),-14,2.3%
Cc1ccc(C)c(N2CCN(C(=O)CN3C(=S)NC(C)(C)CC3C)CC2)c1 (stereo not given),-19,-3.2%
O=C(Nc1ccccc1C(=O)OCc1nnc(-c2ccccc2)o1)c1ccco1,5,35%
CCc1nnc(NS(=O)(=O)c2ccc(N=Cc3c(C)[nH]n(-c4ccc(C)cc4)c3=O)cc2)s1,·,0.3%
Cc1ccccc1NC(=O)C1CCC(C)(C(=O)O)C1(C)C (stereo not given),18,-0.1%
CN1CCN(c2nc3c(c(=O)[nH]c(=O)n3C)n2CCOc2ccccc2)CC1,-5,-4.9%
Cc1c(NC(=O)CN2CCN(c3ccc(O)cc3)CC2)c(=O)n(-c2ccccc2)n1C,-7,-2.5%
c1c2c(cc3sc(N4CCCCC4)nc13)OCO2,-10,·
COc1ccccc1NC(=O)COc1ccc(C(=O)OCC(=O)N2CCCC2=O)cc1OC,·,2.9%
O=c1c2ccccc2nc(-c2ccc(Cl)cc2Cl)n1-c1ccncc1,0,-0.8%
# Further results
SMILES,Mtb RmlCD inh,GlmU inhibition
CCCCNc1ccc(C(CC(N)=O)NC(=O)Cc2cccc3ccccc23)cc1[N+](=O)[O-] (stereo not given),-2,2.9%
NNP(=O)(CC(=O)c1ccccc1)c1ccccc1 (stereo not given),-2,-0.3%
CCOc1ccc(NS(=O)(=O)c2ccc(C)c(C(=O)NCCCn3ccnc3)c2)cc1,2,-4.9%
O=C(NCC(c1ccc(F)cc1)N1CCOCC1)c1ccccc1F (stereo not given),9,-0.5%
O=C(COc1ccc(Cl)cc1)Nc1cc(S(=O)(=O)N2CCCCC2)ccc1N1CCCCC1,-9,5.8%
CC(=O)Oc1cc2c3c(c1)/C(=C1/SC(=S)NC1=O)C(=O)N3C(C)(C)C=C2C,6,1.8%
CCc1ccc(C(=O)/C=C/NCc2ccc(F)cc2)cc1,-9,-0.3%
C(#CCN1CCOCC1)COC(c1ccccc1)c1ccccc1,·,1.8%
Cc1cc(Cl)ccc1OCCCC(=O)NC1CCN(C)CC1,-11,4.0%
CCC(CC)NC(=O)c1n[nH]c(=O)c2ccccc12,7,6.4%
O=C(O)Cc1coc2ccc3ccccc3c12,-12,0.3%
CCCn1c(=O)[nH]c(=O)c2[nH]cnc21,·,-0.7%

# Of the compounds above, these contain an aryl thioether with sulfur outside any ring:
SMILES,Mtb RmlCD inh,GlmU inhibition
Cn1ccnc1SCC(=O)N(C1CCCCC1)C1CCCCC1,2,-1.9%
COC(=O)CSc1nc(C)cc(Oc2ccccc2)n1,-8,-2.5%
CCNC(=O)CSc1nc(-c2ccc(F)cc2)cs1,-4,-2.5%
CC(=O)Nc1ccc(C(=O)CSc2ncn(-c3ccccc3)n2)cc1,-8,-5.4%

# 3 entries out of the list, ordered by SMILES length, ascending:
SMILES,Mtb RmlCD inh,GlmU inhibition
NNP(=O)(CC(=O)c1ccccc1)c1ccccc1 (stereo not given),-2,-0.3%
O=C(COc1ccc(Cl)cc1)Nc1cc(S(=O)(=O)N2CCCCC2)ccc1N1CCCCC1,-9,5.8%
CC(=O)Oc1cc2c3c(c1)/C(=C1/SC(=S)NC1=O)C(=O)N3C(C)(C)C=C2C,6,1.8%

# Next entries.
SMILES,Mtb RmlCD inh,GlmU inhibition
CC(C)C1Nc2c(C(=O)O)cccc2C(Nc2ccccc2C(=O)O)C1(C)C (stereo not given),10,-5.3%
Cc1cccc(CS(=O)(=O)Cc2ccc(C(=O)NCc3cccs3)o2)c1,-3,-4.3%
O=C(CN1CCN(Cc2ccccc2)CC1)c1c[nH]c2ccccc12,99,-1.6%
COc1cc(/C=C2/C(=O)NN(c3ccc(Cl)cc3)C2=O)ccc1OC(=O)c1ccco1,-4,2.6%
CCN1C(=O)/C(=C2/Sc3ccccc3N2CCCS(=O)(=O)O)SC1=S,-1,5.0%&-1.3%
CCOC(=O)c1ccccc1NC(=O)CSc1cccc[n+]1[O-],10,1.4%
CN=c1scc(C)n1/N=C/c1ccc(O)cc1,4,9.6%
O=S(=O)(c1cnc(Cl)c(Cl)c1)N1CCCc2ccccc21,-9,1.5%
Cn1c(=O)c2c(c3ccccc31)OC(=O)CC2c1cccnc1 (stereo not given),15,-2.4%
CC(C)C(c1nnnn1Cc1ccco1)N1CCN(C2CCCC2)CC1 (stereo not given),·,-4.5%
COc1cccc(-c2ccc(C#N)c(SCC(=O)NCCc3ccc(Cl)cc3)n2)c1,19,0.6%
CCOC(=O)C1(CCCc2ccccc2)CCN(C2CCSCC2)CC1,-8,6.4%
O=C(Nc1nncs1)Oc1ccccc1,-13,5.0%
CN1c2ccc(Cl)cc2C(=O)NC1C1CC=CCC1 (stereo not given),-3,0.3%
O=c1[nH]ncn1-c1ccccc1,·,-4.0%
COc1ccc(N(C)C(=O)CCS(=O)(=O)c2cccc3nonc23)cc1,14,3.4%
CCN=C1SC(CC(=O)Nc2ccc3c(c2)OCO3)C(=O)N1CC (stereo not given),·,-4.6%
CCOC(=O)c1c(C)[nH]c(C(=O)COC(=O)c2ccncc2)c1C,-7,6.0%
Clc1ccccc1/C=N/NC1=Nc2cccc3cccc1c23,2,2.3%
CN1CCCNc2nc3ccccc3nc21,-6,-0.9%
CC1CCN(C(=O)C2CCC(CNS(=O)(=O)c3cccc4cccnc34)CC2)CC1 (stereo not given),12,5.6%
COc1ccc(-c2nc3ccccn3c2CN2CCN(c3ccccc3F)CC2)cc1,-14,0.1%
CC(=O)c1ccccc1N(C(=O)Cn1nnc2ccccc21)C(C(=O)NCC1CCCO1)c1ccc(N2CCOCC2)cc1 (stereo not given),10,0.4%
O=C(N/N=C/c1ccc2c(c1)OCO2)c1cc(-c2ccccc2Cl)nc2ccccc12,·,-6.9%
C=CCn1cnc2scc(-c3ccc(CC)cc3)c2c1=O,15,-6.4%
Cc1cc(C)c2cc(C)c(SCC(=O)NCc3ccco3)nc2c1,10,0.4%
COc1ccccc1OCCNC(=O)Nc1ccc(Br)cc1,-15,2.7%
C=CCn1nnnc1SCC(=O)Nc1cccc(OC)c1,16,3.5%
O=C(O)C1CCN(Cc2cnn(-c3ccccc3)c2-n2cccc2)CC1,-8,-2.7%
CN(C)c1nc(N)nc(N(c2ccccc2)c2ccccc2)n1,6,-2.1%
